Compound activity (PubChem)
PfHsp90 yeast 2: inhibits growth of yeast expressing Plasmodium falciparum Hsp90; S. cerevisiae expressing PfHsp90, BacTiter-Glo ATP, 48 h; yeast lacking PDR1 and PDR3 efflux regulators; inhibition, % at 9.4 µM; 310,000 compounds, 0.32% hits; AID 504621;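 active = every replicate shows inhibition above about 80%, whatever the replicate mean, limit read from the data; inconclusive = mean inhibition reaches the set limit but some replicate falls short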;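 note: 0% = DMSO neutral controls and 100% = 20 µM radicicol positive controls; yeast relying on Plasmodium falciparum Hsp90 in place of its own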
NSD2 inh: inhibitors of human histone methyltransferase NSD2; O96028; NSD2 peptide methylation, AlphaScreen, 120 min; inhibition, % at 12.5 µM; 310,000 compounds, 0.54% hits; AID 743445; in the data active = inhibition above about 50%
PvdQ acylase: blocks Pseudomonas aeruginosa PvdQ acylase activity; purified PvdQ acylase, fluorescence plate reader; inhibition, % at 10 µM; 340,000 compounds, 0.063% hits; in the data active = inhibition above about 30%, passing the limit was not always enough; inconclusive = no clear call, values can overlap the other calls;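 note: 0% = vehicle neutral wells and 100% = reference inhibitor wells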
RTF Ca sens inh: cardiac RTF calcium desensitization; 340,000 compounds, 0.12% hits; IANBD-labeled cardiac RTF, Ca2+ fluorescence; inhibition, % at 7.15 µM; P19429+P45379;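 active = inhibition above the mean inhibition of all tested compounds plus 3 SD, cut at about 17% in these data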;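 note: assay run at fixed EC70 calcium of 1.6 mM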
CDK5 inh: blocks human CDK5/p35 kinase activity. Recombinant CDK5/p35, ADP-Glo luminescence, 60 min. inhibition, % at 10 µM. 330,000 compounds, 0.01% hits. Q00535+Q15078;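 active = highest replicate inhibition of at least 50% and at least 75% of replicates reaching 50%; inconclusive = only one of the two criteria met; inactive = both criteria failed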;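 note: plate controls were DMSO neutral control for no effect and GW8510 at 10 µM for full effect; many of its hits are not listed in these tables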
LANA DNA inh: KSHV C-LANA DNA binding inhibition. AID 504423. MBP-C-LANA/FAM-LBS DNA binding, fluorescence polarization. inhibition, % at 9 µM. 340,000 compounds, 0.078% hits;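 active = highest replicate inhibition at or above 60% at 9 µM, even if other replicates fall short; inactive = all replicates below 60% inhibition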;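 note: 0% = neutral control wells and 100% = 4 µM acridine orange control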
Rtt109 Vps75: blocks Candida albicans Rtt109/Vps75 acetyltransferase activity; Q5AAJ8; purified Rtt109/Vps75, ThioGlo CoA-SH fluorescence, 4 h; inhibition, % at 34.9 µM; 330,000 compounds, 0.16% hits;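 active = inhibition of at least 50% in every replicate; inconclusive = best replicate reaches 50% inhibition but some replicates fall short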
Target sequence (Q5AAJ8 whole entry, looked up): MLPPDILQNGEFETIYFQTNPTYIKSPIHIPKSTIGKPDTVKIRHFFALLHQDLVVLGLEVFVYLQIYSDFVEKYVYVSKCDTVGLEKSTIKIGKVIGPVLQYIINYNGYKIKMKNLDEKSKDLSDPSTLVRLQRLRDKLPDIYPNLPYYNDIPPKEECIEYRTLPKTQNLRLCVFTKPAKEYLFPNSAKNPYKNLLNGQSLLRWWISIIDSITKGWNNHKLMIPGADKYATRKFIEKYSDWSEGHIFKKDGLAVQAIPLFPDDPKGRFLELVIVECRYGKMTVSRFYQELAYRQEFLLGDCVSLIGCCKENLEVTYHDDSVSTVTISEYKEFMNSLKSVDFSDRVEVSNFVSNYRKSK
dFosB activator: activators of mouse delta FosB homodimer | P13346 | purified delta FosB, TAMRA-CDK5 oligo fluorescence polarization; percent of positive-control signal above neutral wells | activation, % at 25 µM | 340,000 compounds, 0.99% hits;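 active = mean activation above about 17%, with every replicate also reaching it, limit read from the data, passing the limit was not always enough; inconclusive = only one of the two conditions met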;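 note: fluorescence polarization rise as delta FosB binds a TAMRA Cdk5 AP-1 oligo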
Target sequence (P13346 whole entry, looked up): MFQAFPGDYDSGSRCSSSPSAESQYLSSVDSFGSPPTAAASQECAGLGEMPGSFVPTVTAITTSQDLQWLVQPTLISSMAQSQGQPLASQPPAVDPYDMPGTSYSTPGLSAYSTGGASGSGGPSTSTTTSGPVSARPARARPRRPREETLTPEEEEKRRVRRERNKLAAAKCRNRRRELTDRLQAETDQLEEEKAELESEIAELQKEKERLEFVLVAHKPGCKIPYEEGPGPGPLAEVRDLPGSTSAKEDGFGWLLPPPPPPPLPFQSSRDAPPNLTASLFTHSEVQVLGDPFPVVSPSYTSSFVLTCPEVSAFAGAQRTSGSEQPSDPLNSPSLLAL
SUMO Mot1 rescue: blocks SUMOylation pathway, rescuing yeast Mot1-301 growth. S. cerevisiae Mot1-301 growth rescue, ATP luminescence, 38.5C; percent above DMSO median, 100 means doubled. growth rescue, % at 18.8 µM. 320,000 compounds, 1% hits. AID 2716;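 active = every valid replicate shows activation above 250% relative to neutral control wells; inactive = the rest, any valid replicate at or below 250%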;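 note: OY570 slx delta 5 strain wells were the positive control but not used for scaling; some compounds called inactive have numbers as strong as hits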
cardiac RTF act: cardiac RTF calcium sensitization | P19429+P45379 | IANBD-labeled TnC RTF fluorescence at EC20 calcium; 0% EC20 calcium, 100% full calcium | activation, % at 7.2 µM | 340,000 compounds, 0.24% hits;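 active = activation above the mean over all tested compounds plus 3 SD, cut at about 30% in these data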;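 note: rise in fluorescence read as greater calcium sensitivity of cardiac thin filaments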
Keap1 Nrf2 FP: Keap1-Nrf2 (human) interaction inhibition; Q14145; Keap1 Kelch-Nrf2 peptide fluorescence polarization, 1536-well; inhibition, % at 9.4 µM; 340,000 compounds, 0.15% hits; AID 504523; in the data active = inhibition above about 12%; inconclusive = no clear call, values can overlap the other calls; inactive = below about 7.3%;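 note: human Keap1 Kelch domain with fluorescein labeled Nrf2 9mer peptide probe; 0% = neutral control wells and 100% = peptide positive control; higher means more block of Keap1 binding to Nrf2 peptide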
* hit, by the source's call; u = inconclusive; x = not tested or not shown. This is a random part of the collection; 3.2% or so of the library scored in one or more.

SMILES | PfHsp90 yeast 2 | NSD2 inh | PvdQ acylase | RTF Ca sens inh | CDK5 inh | LANA DNA inh | Rtt109 Vps75 | dFosB activator | SUMO Mot1 rescue | cardiac RTF act | Keap1 Nrf2 FP
Cc1ccccc1-c1cc(C(=O)Nc2sc(C(=O)OC(C)C)c(C)c2C#N)c2ccccc2n1 | 9 | 13 | 10 | -5 | 0.9 | -1.5 | 1 | -3 | 114 | -6 | -5
O=[N+]([O-])c1cccc(/C=C/c2nc(C=Nc3ccc4ccccc4c3)c(O)o2)c1 | x | x | 11 | -9 | 0.0 | 1.1 | 19 | -2 | 22 | 4 | -5
O=C(CN(Cc1ccccc1)C1=NCCS1)c1ccccc1 | -4 | -9 | -15 | -5 | -0.3 | -0.3 | -2 | -4 | -18 | 2 | 4
CCS(=O)(=O)c1ncc(Cl)c(C(=O)Nc2ccccc2OC)n1 | -8 | -2 | -8 | 1 | 1.2 | -2.0 | 2 | 3 | 16 | 1 | 1
NC(=O)[C@@H]1CCCN1C(=O)c1cc(COc2ccc3c(c2)CCCC3)on1 | -20 | -2 | 1 | -5 | -0.2 | -1.7 | 3 | 0 | 3 | -3 | 3
C/C(CCc1ccc2c(c1)OCO2)=N\NC(=O)c1ccccc1Br | -2 | 1 | 3 | 7 | 0.6 | 0.0 | 13 | -6 | 11 | -1 | -1
Cc1ccc(S(=O)(=O)C(C#N)=C2N(C)c3ccccc3N2C)cc1 | 30 | -1 | -5 | 2 | -1.6 | 3.7 | 4 | 1 | 0 | -3 | -3
Nc1ccc(C(=O)C(=O)c2ccc(N)cc2)cc1 | 6 | 7 | -2 | -2 | 0.7 | -2.3 | 3 | -2 | -27 | -3 | 6
CCn1c(SCC(=O)N2CCCCC2C)nnc1-c1ccco1 (configuration not stated) | 13 | -7 | -4 | -15 | -0.3 | -1.1 | -6 | -2 | 20 | 6 | -2
Cc1ccc(NC2Sc3ccccc3NC2=O)cc1 (configuration not stated) | 6 | 0 | -19 | -2 | 0.1 | -0.8 | 9 | -13 | -8 | 9 | -5
O=C(COc1ccccc1Cl)Nc1ccccc1C(=O)NC1CC1 | 12 | 0 | -6 | -3 | 1.8 | 0.5 | -4 | -12 | -14 | 0 | -3
COc1ccc(OC)c(C(C[N+](=O)[O-])c2c(C)cc3ccccn23)c1 (configuration not stated) | -7 | 8 | -18 | 0 | -0.8 | 0.5 | 1 | -2 | -18 | -5 | -2
COc1ccc(C)cc1S(=O)(=O)N1CCC2(CC1)OCCN2S(=O)(=O)c1ccccc1 | 5 | 0 | -9 | -10 | -0.7 | 0.6 | -8 | -9 | -5 | -4 | -4
CCc1ccc(-c2nc(SCC(=O)NC3CCCC3)n[nH]2)cc1 | 19 | 0 | -1 | -8 | 0.1 | 0.8 | -2 | -8 | -4 | -2 | 2
CC1CC(C)CN(C(=O)C2CCN(S(=O)(=O)c3cccc4cccnc34)CC2)C1 (configuration not stated) | -10 | 1 | -4 | -4 | 2.5 | -0.8 | 9 | -10 | 5 | 0 | -3
Cc1ccc(NC(=O)CSc2nnc(C(F)(F)F)n2C)cc1[N+](=O)[O-] | -9 | -5 | -7 | 0 | 2.0 | 2.1 | 7 | -6 | 10 | -5 | -4
Cc1ccccc1Nc1c(-c2cccnc2)nc2ccccn12 | -6 | x | 5 | 0 | -0.4 | -1.5 | 16 | -12 | -12 | 5 | -2
Cc1nnc(SCC(=O)N2CCCC2)n1-c1ccc(F)cc1 | -12 | -2 | -3 | -8 | 0.8 | -0.2 | 9 | 2 | -18 | 5 | -1
O=C(O)c1ccc(N=Nc2c(O)[nH]c3ccccc23)cc1 | 4 | -1 | -7 | 2 | 5.0 | 1.9 | 6 | 4 | -15 | -9 | -4
Cc1cccc(-c2cc(C(=O)Nc3sc(C)c(C)c3C(N)=O)c3ccccc3n2)c1 | 1 | -7 | -9 | 1 | -0.1 | 2.7 | -3 | -3 | -12 | -3 | 2
Cc1cccc(N/C=C/C(=O)c2cccs2)c1C | 10 | 0 | -3 | 2 | -1.7 | -0.3 | -14 | -2 | 150 | 1 | -5
COc1ccc(/C=N/NC(=O)c2ccc(NC(=O)c3ccccc3Br)cc2)cc1 | 2 | -2 | 6 | 2 | -0.1 | -0.4 | 4 | u | -18 | 1 | -1
CCn1c(C)c(P(=O)(N2CCOCC2)N2CCOCC2)c2ccccc21 | -5 | -1 | -10 | -14 | 0.7 | -2.2 | -4 | -8 | 7 | 3 | -5
O=c1[nH]c(/C=C/c2cccc([N+](=O)[O-])c2)c([N+](=O)[O-])c(=O)[nH]1 | -18 | 11 | 7 | -1 | -0.3 | 0.4 | 9 | -1 | 82 | 2 | -1
O=C(NCCc1nc2ccccc2[nH]1)/C(=C/c1ccc2c(c1)OCO2)NC(=O)c1ccccc1Cl | -24 | 7 | -11 | -6 | 0.9 | -0.2 | 18 | -5 | 337 | 3 | 1
O=C1CCC(C(=O)N2CCOCC2)CN1Cc1cccc(C(F)(F)F)c1 (configuration not stated) | 0 | 1 | -11 | -1 | -2.3 | -0.3 | -4 | 6 | -6 | -3 | 2
CCNC(COC(=O)c1ccc([N+](=O)[O-])cc1)C1CCCCC1 (configuration not stated) | 4 | 2 | -5 | 2 | -0.8 | -0.6 | -1 | -2 | x | -3 | -6
O=C(O)Cc1ccc(NC(=O)C2CCCCC2C(=O)O)cc1 (configuration not stated) | 9 | -1 | -10 | -9 | -0.8 | -0.7 | 10 | -4 | -18 | -6 | 2
CCCOc1ccc(C(=O)C(c2ccccc2)N2CCOCC2)cc1 (configuration not stated) | 2 | -3 | 4 | -4 | -0.1 | 2.9 | -5 | 4 | 2 | -9 | 4
CC(CCc1ccccc1)NC(=O)C(=O)Nc1ccccc1 (configuration not stated) | -20 | -2 | 6 | -1 | 0.8 | -2.4 | -5 | -6 | -2 | 6 | 5
COc1ccc(S(=O)(=O)N2CCC(C(=O)N[C@H](C(=O)NC3CCCC3)C(C)C)CC2)cc1 | -21 | -7 | -18 | -5 | 2.5 | -0.4 | -3 | 9 | -12 | 2 | -9
FC(F)(F)c1cccc(CN2CCSCC2)c1 | 1 | -8 | -14 | 0 | -1.6 | 0.7 | -2 | 2 | 2 | 2 | -2
Cc1c(NS(=O)(=O)c2ccc(NC3CCCC3)c([N+](=O)[O-])c2)c(=O)n(-c2ccccc2)n1C | 16 | 2 | 19 | 0 | 1.0 | 0.2 | 11 | -5 | -3 | 0 | 0
Cc1sc2ncnc(N3CCCCC3)c2c1C | -13 | 1 | -8 | -2 | -2.8 | 0.7 | 4 | -3 | 7 | 1 | -2
Cc1cc(C)nc(N2CCCC(C(=O)NC(C)C)C2)n1 (configuration not stated) | 3 | 1 | 0 | 7 | 2.7 | 2.6 | -14 | 2 | 12 | -3 | 1
COC(=O)c1cccc(C(=O)Nc2ccc(C)cc2)n1 | -5 | 1 | -2 | -6 | -0.5 | -1.0 | -10 | -4 | -20 | 2 | 4
COc1ccccc1C(=O)NCCC(=O)N1CCN(c2ccc(C(F)(F)F)cn2)CC1 | x | -1 | -2 | -4 | 0.3 | 1.0 | -3 | -1 | x | 0 | -6
CC(C)(C)c1ccc(-c2nnc(N)s2)cc1 | -9 | -5 | -9 | -8 | 2.9 | 0.3 | -5 | -2 | -14 | 0 | 2
COc1cc2c(cc1NC(=O)c1cc(-c3cccnc3)nc3ccc(C)cc13)oc1ccccc12 | -21 | 12 | 0 | -2 | 0.7 | 0.9 | -5 | 4 | -13 | 5 | 1
CCN(CC(=O)Nc1ccccc1C(F)(F)F)C(=O)c1cc(-c2cccs2)nn1-c1ccccc1 | 4 | -3 | 1 | -6 | 1.4 | 1.3 | 29 | -18 | -14 | -3 | -2
COc1ccccc1-c1cnnc(N/N=C/c2ccc(-c3cccc(Br)c3)o2)n1 | x | 1 | -4 | -14 | -1.4 | -0.1 | x | -15 | -7 | 7 | 1
O=C(CN(CC1CCCO1)C(=O)CNS(=O)(=O)c1ccc(Cl)cc1)NCc1ccc(F)cc1 (configuration not stated) | 8 | 5 | -12 | -15 | 0.7 | 0.1 | 5 | -5 | -4 | -1 | 6
CC1CCN(C(=O)CSc2nc(C(C)C)nc3c2c(=O)n(C)c(=O)n3C)CC1 | -13 | 0 | -22 | -8 | -4.7 | 1.0 | 4 | -12 | -7 | 0 | 0
O=C(c1ccc(COc2ccc(Cl)cc2Cl)o1)N1CCCC1 | -24 | 3 | 8 | 2 | 1.4 | 0.3 | 8 | 1 | 72 | -4 | 0
CC(=O)n1cc(/C=N/NC(=O)c2sc(C)nc2C)c2ccccc21 | -3 | 1 | 1 | -8 | x | -0.5 | -2 | 0 | x | -3 | 0
COc1ccc(S(=O)(=O)Nc2cc3c4c(c2)CCN4C(=O)CC3)cc1 | x | 0 | -4 | -2 | -0.1 | 1.3 | 3 | -1 | -8 | -8 | 0
CC(C)C[C@H](NC(=O)OC(C)(C)C)c1nnc(SCc2ccccc2)o1 | -20 | -4 | 22 | 1 | -1.0 | -0.7 | 13 | 2 | 515 | -5 | -1
CCOC(=O)C1=C(COC(=O)c2cc(S(=O)(=O)N(C)C)ccc2C)NC(=O)NC1C (configuration not stated) | 5 | -1 | 7 | -8 | 2.3 | 2.3 | 2 | -10 | -10 | -2 | 0
COc1cccc(NC(=O)c2nc3ncccn3n2)c1 | -15 | 0 | -3 | 3 | -0.9 | 2.7 | -6 | 4 | -9 | 4 | 0
CCOc1ccc(S(=O)(=O)N2CCC(C(=O)N3CCCCCC3)CC2)cc1C | 7 | 0 | 13 | -6 | 1.5 | 9.6 | -5 | -13 | 13 | -3 | 4
COc1ccc(NC(=O)C(=O)Nc2cccc3cccnc23)cc1OC | -6 | -1 | 8 | 0 | 2.1 | -0.6 | 3 | 0 | -18 | -6 | 0
O=C(CN1C(=O)C2CCCCC2C1=O)Nc1ccc(S(=O)(=O)Nc2ncccn2)cc1 (configuration not stated) | 1 | -2 | -3 | 2 | 0.0 | -0.5 | -5 | -5 | -6 | -1 | -2
CC(C)(C)NCc1cc(Cl)ccc1OCc1ccccc1F | 1 | 3 | -12 | 3 | -3.4 | -0.1 | x | -3 | 3 | -6 | 1
COc1cccc(NC(=S)N2CCC(NC(=O)c3ccco3)CC2)c1 | -19 | 0 | -9 | -25 | -1.5 | 0.2 | -4 | -3 | -13 | 0 | -2
CC1=C(C(=O)OCC2CCCO2)C(c2ccsc2)C2=C(CC(C)(C)CC2=O)N1 (configuration not stated) | -8 | -4 | 2 | -4 | -0.1 | 0.3 | -21 | 4 | x | 7 | 3
